PLAP act: PLAP enzyme activators, biochemical, luminescence, HTS; Alkaline phosphatase, placental type (Homo sapiens), P05187; purified PLAP enzyme, luminescent substrate read-out; hits give high values; activation fold at 20 µM; 96,000 compounds, 1.2% hits; AID 696, 2007; in the data active = activation fold above about 2
Target sequence (P05187 whole entry, looked up): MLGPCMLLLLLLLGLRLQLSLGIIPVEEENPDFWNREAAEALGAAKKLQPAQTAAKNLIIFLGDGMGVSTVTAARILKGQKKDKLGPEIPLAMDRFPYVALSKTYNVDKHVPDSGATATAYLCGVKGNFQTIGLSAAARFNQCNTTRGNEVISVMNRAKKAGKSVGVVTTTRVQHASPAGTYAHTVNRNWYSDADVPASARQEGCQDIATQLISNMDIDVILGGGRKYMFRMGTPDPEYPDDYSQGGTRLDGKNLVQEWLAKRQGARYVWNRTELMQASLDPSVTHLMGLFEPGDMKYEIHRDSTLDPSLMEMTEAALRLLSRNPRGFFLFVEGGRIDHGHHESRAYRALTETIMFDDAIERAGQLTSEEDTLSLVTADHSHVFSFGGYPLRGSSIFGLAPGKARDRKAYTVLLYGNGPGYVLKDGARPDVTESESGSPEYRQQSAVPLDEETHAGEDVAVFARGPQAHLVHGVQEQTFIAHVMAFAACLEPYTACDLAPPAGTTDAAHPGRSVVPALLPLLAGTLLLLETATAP
CYP2C19 activ: human CYP2C19 activators, primary screen, biochemical, luminescence; Cytochrome P450 2C19 (Homo sapiens), P33261; recombinant CYP2C19, luciferin-H EGE luminescence; hits give high values; 0 = fully inhibited enzyme, 1 = untreated enzyme; activation factor at 5 µM; 96,000 tested, under 10 active;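 active = activation factor of at least 2 at 5 µM in the primary screen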;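 also: 0 = wells with 2.5 mM tranylcypromine and 1 = vehicle-only wells; values of inactives mirror those of a sister screen read the other way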
PostGolgi yeast: phenotypic screen on post-Golgi transport, primary screen | post-Golgi transport phenotypic cell assay | inhibition, % at 10 µM | 98,000 compounds, 0.9% hits | AID 739, 2007; in the data active = inhibition above about 30%;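 also: yeast cells grown in 1536-well plates; yeast grown about 18 h at 30C before absorbance read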
CYP2C9 inh: blockers of cytochrome P450 2C9 activity – biochemical, luminescence, ADME assay, primary screen. inhibition, % at 5 µM. P11712. CYP2C9 Supersomes, luciferin-H conversion. 96,000 compounds, 20% hits;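 active = blocking of liver enzyme CYP2C9 beyond about 50% at 5 µM, limit read from the data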; also: values of inactives mirror those of a sister screen read the other way
Target sequence (P11712 whole entry, looked up): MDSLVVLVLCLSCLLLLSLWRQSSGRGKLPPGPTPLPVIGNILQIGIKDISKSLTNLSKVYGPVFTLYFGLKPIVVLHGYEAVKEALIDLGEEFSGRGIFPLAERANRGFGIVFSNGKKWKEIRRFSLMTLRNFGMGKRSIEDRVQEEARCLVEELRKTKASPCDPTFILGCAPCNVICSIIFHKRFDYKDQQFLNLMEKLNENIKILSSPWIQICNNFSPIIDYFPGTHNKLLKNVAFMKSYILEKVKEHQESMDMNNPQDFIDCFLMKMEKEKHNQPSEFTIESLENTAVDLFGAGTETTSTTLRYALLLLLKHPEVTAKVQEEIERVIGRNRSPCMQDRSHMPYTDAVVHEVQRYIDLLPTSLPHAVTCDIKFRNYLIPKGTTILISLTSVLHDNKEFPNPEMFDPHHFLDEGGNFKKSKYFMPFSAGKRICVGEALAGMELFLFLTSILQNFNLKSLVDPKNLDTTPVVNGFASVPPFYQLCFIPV
Ecoli WT expand: growth inhibitors of wild-type E. coli, primary screen, strain BW25113, expanded library, OD600. OD600 absorbance. growth inhibition, % at 100 µM. 98,000 compounds, 0.15% hits;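 active = growth inhibition above about 50% at one test dose, limit read from the data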;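 also: growth measured after 20 h incubation at 37 °C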
EphB4 antag: EphB4-ephrin-B2 interaction antagonists, primary screen, biochemical, TNYL-RAW peptide probe, fluorescence polarization. Ephrin type-B receptor 4 (Homo sapiens), P54760. EphB4 LBD / TNYL-RAW-Alexa532 peptide. inhibition, % at 7 µM. 97,000 compounds, 0.15% hits;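 active = inhibition above the screen-wide mean inhibition plus 3 SD, cut at about 15% in these data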;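 also: 0% = DMSO wells and 100% = excess unlabeled TNYL-RAW peptide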
CYP2C19 inhib: blockers of cytochrome P450 2C19 activity – biochemical, luminescence, ADME assay, primary screen; CYP2C19 Supersomes, luciferin-H EGE luminescence, 30 min; AID 778, 2007; inhibition, % at 5 µM; P33261; 96,000 compounds, 21% hits;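 active = CYP2C19 inhibition above a set limit at 5 µM in the primary screen, cut at about 50% in these data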;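 also: plate controls were negative control wells for no effect and 2.5 mM tranylcypromine positive control for full effect; values of inactives mirror those of a sister screen read the other way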
Pyk2 oligo antag: antagonists of Pyk2 self-association, primary screen, Q293 cells, FERM NanoBiT luminescence, HTS; Protein-tyrosine kinase 2-beta (Homo sapiens), Q14289; hits give low values; z-score (the deposit names both 25 µM and 10 µM); 99,000 compounds, 0.83% hits; AID 1347419, 2020;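 active = Z-score of -3 or lower, scaled per plate to the spread of control and sample wells; inactive = z-score above -3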;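 also: negative z-score means lost luminescence so less FERM oligomerization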
CYP2C9 act: human CYP2C9 activators, primary screen, biochemical, luminescence; recombinant CYP2C9, luciferin-H conversion; hits give high values; factor 1 = untreated enzyme, 0 = blocked; activation factor at 5 µM; 96,000 compounds, 1.4% hits;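 active = activation factor of 2 or more for CYP2C9 at a 5 µM dose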;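 also: 0 = sulfaphenazole-blocked wells and 1 = vehicle-only wells; values of inactives mirror those of a sister screen read the other way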
The depositor's hits bear a star; / = no result given.

smiles | PLAP act | CYP2C19 activ | PostGolgi yeast | CYP2C9 inh | Ecoli WT expand | EphB4 antag | CYP2C19 inhib | Pyk2 oligo antag | CYP2C9 act
Cc1ccn2cc(C(=O)NC3CCN(Cc4ccccc4)CC3)nc2c1 | 1.6 | 0.9 | 10 | 16 | 5 | -8 | 11 | 1.5 | 0.8
CC1CCc2c(C(=O)NCCCN3CCOCC3)csc2C1 (stereo not drawn) | 1.2 | 1 | -1 | -6 | 2 | 6 | -1 | 0.38 | 1.1
CC(CCc1ccccc1)NC(=O)C1CCN(c2nnc(-n3cccc3)s2)CC1 (stereo not drawn) | 1.1 | 1.1 | -7 | 12 | -4 | / | -14 | / | 0.9
CCN(CC)C(=O)c1ccc2c(=O)n(CCOC)c(=S)[nH]c2c1 | 1 | 1 | 1 | 3 | -1 | 1 | 2 | 0.94 | 1
COc1ccc(NC(C)=O)cc1NC(C)C(=O)Nc1ccccc1F (stereo not drawn) | 0.9 | 0.8 | 1 | 8 | -1 | -3 | 24 | 1.7 | 0.9
Cc1cc(C(=O)O)c(CCCN)s1 | 0.9 | 1 | -3 | -8 | -8 | 2 | -4 | -0.82 | 1.1
CN(Cc1cccs1)C(=O)CCc1ccc(S(=O)(=O)N2CCOCC2)cc1 | 1.1 | 0.9 | 2 | 32 | 1 | -3 | 8 | 0.86 | 0.7
O=C(OCC(=O)N1CCOCC1)C(c1ccccc1)c1ccccc1 | 1.5 | 0.7 | 9 | 32 | 8 | -2 | 33 | -0.09 | 0.7
Cc1cc(C2=CC(C)(c3cc(C)oc3C)Nc3nc(C(F)(F)F)nn32)c(C)o1 (stereo not drawn) | 1.6 | 0.6 | -15 | 87* | 8 | -6 | 41 | / | 0.1
O=c1cc(CSc2ccccn2)[nH]c(=O)[nH]1 | 1.1 | 1 | -5 | 7 | 6 | -2 | 4 | 1.9 | 0.9
CCOc1ccc(NC(=O)CCN2CCN(S(=O)(=O)c3ccc(OC)cc3)CC2)cc1 | 1.5 | 0.5 | -1 | 53* | -2 | -1 | 46 | 0.41 | 0.5
O=c1c2cc(N3CCOCC3)ccc2[nH]c(=S)n1CCCN1CCCCCC1 | 1.7 | 0.9 | 4 | 38 | 2 | / | 6 | 0.01 | 0.6
Cn1c(NCc2ccccc2)cc(=O)n(C)c1=O | 0.8 | 1.1 | 0 | -10 | 7 | -4 | -6 | -0.35 | 1.1
Cc1ccc(S(=O)(=O)N(C)CC(=O)Nc2cccc(C)n2)cc1 | 1 | 0.8 | -5 | -25 | 0 | -4 | 23 | 0.34 | 1.3
CCn1c(SCC(=O)Nc2ccccc2OC)nc2ccccc2c1=O | 0.8 | 0.4 | -10 | 86* | -7 | 1 | 61* | -0.64 | 0.1

Among those listed so far, these contain fluorine.
smiles | PLAP act | CYP2C19 activ | PostGolgi yeast | CYP2C9 inh | Ecoli WT expand | EphB4 antag | CYP2C19 inhib | Pyk2 oligo antag | CYP2C9 act
COc1ccc(NC(C)=O)cc1NC(C)C(=O)Nc1ccccc1F (stereo not drawn) | 0.9 | 0.8 | 1 | 8 | -1 | -3 | 24 | 1.7 | 0.9
Cc1cc(C2=CC(C)(c3cc(C)oc3C)Nc3nc(C(F)(F)F)nn32)c(C)o1 (stereo not drawn) | 1.6 | 0.6 | -15 | 87* | 8 | -6 | 41 | / | 0.1

(continued)
smiles | PLAP act | CYP2C19 activ | PostGolgi yeast | CYP2C9 inh | Ecoli WT expand | EphB4 antag | CYP2C19 inhib | Pyk2 oligo antag | CYP2C9 act
Cc1cc(C)n2[nH]c(=O)c(N=Nc3cccc(C(F)(F)F)c3)c2n1 | 0.9 | 1.2 | 22 | 6 | -1 | -1 | -21 | -2.1 | 0.9
COC(=O)c1ccccc1Nc1ccccc1 | 1.1 | 1.1 | -3 | 2 | 5 | -4 | -9 | 0.12 | 1
Cc1cccc(N(C(=O)CNC(=O)c2cccs2)C(C(=O)NC2CCCC2)c2cccnc2)c1 (stereo not drawn) | 1.2 | 0.7 | -2 | 19 | -4 | -6 | 26 | -1.6 | 0.8
COCCCNC(=O)c1cc2c(=O)n3cccc(C)c3nc2n(C(C)C)c1=N | 1.7 | 1.1 | 3 | -9 | 0 | -3 | -13 | 1.2 | 1.1
Cc1ccc(S(=O)(=O)N/N=C\c2ccc3c(c2)OCO3)cc1 | 1.2 | 0.4 | 7 | 75* | 4 | -8 | 59* | 0.01 | 0.3
CCCCn1c(=NC(=O)c2cccnc2)c(C#N)cc2c(=O)n3cccc(C)c3nc21 | 0.9 | 1 | -6 | -2 | -1 | 0 | 1 | -0.7 | 1
C1CCCN(CCCCN2CCCCCC2)CC1 | 0.8 | 1 | -2 | 8 | -6 | 2 | -3 | 1.7 | 0.9
O=C(Nc1ccc(Oc2ccc(NC(=O)C3CCCO3)cc2)cc1)C1CCCO1 (stereo not drawn) | 1.6 | 0.7 | 1 | 54* | 7 | / | 26 | -0.04 | 0.5
O=C(CSc1ccccn1)c1ccc2c(c1)OCO2 | 0.8 | 0 | -6 | 26 | 6 | 0 | 98* | 0.85 | 0.7
O=C(C1CC1)N1CCc2cc(Br)cc(S(=O)(=O)NCC3COc4ccccc4O3)c21 (stereo not drawn) | 1.4 | 0.1 | 9 | 59* | -14 | / | 91* | -0.51 | 0.4
Cc1cc(C(F)F)n2ncc(C(=O)NCc3ccccc3)c2n1 | 1.1 | 0.4 | -5 | -10 | 7 | 3 | 60* | -0.08 | 1.1
CC(C)NC(=O)c1onc(CSc2ccc(F)cc2)c1C(=O)O | 1 | 0.9 | 2 | 4 | 1 | 5 | 9 | / | 1
O=C(Nc1ccc(Cl)cc1)NC1CCCCC1 | 0.9 | 1 | 3 | 1 | -1 | 2 | -1 | -0.46 | 1
CCC(CC)C(=O)NCCc1cc2c(OC)ccc(OC)c2[nH]c1=O | 1 | 0.6 | 11 | 37 | 0 | -4 | 43 | -0.01 | 0.6
CN(c1ccccc1)S(=O)(=O)c1cc(C(=O)N2CCN(c3ccccn3)CC2)ccc1Cl | 1.5 | 0.3 | 5 | 99* | -7 | -4 | 73* | -0.92 | 0

Overlap with the part before: 2 compounds, then new ones.
smiles | PLAP act | CYP2C19 activ | PostGolgi yeast | CYP2C9 inh | Ecoli WT expand | EphB4 antag | CYP2C19 inhib | Pyk2 oligo antag | CYP2C9 act
CCC(CC)C(=O)NCCc1cc2c(OC)ccc(OC)c2[nH]c1=O | 1 | 0.6 | 11 | 37 | 0 | -4 | 43 | -0.01 | 0.6
CN(c1ccccc1)S(=O)(=O)c1cc(C(=O)N2CCN(c3ccccn3)CC2)ccc1Cl | 1.5 | 0.3 | 5 | 99* | -7 | -4 | 73* | -0.92 | 0
CCOC(=O)C1CN(S(=O)(=O)c2ccc(OC)cc2)c2cc(CC(=O)OC)ccc2O1 (stereo not drawn) | 1.3 | 0.1 | 11 | 30 | 0 | -10 | 93* | 0.22 | 0.7
CCOC(=O)N1CCN(C(=O)CN(C2CCCCC2)S(=O)(=O)c2ccc(Cl)cc2)CC1 | 1.5 | 0.8 | 2 | 22 | 1 | -2 | 16 | 1.1 | 0.8
Clc1ccc2nc3ccccn3c2c1 | 1 | 0.8 | 21 | -8 | 23 | -10 | 15 | -0.31 | 1.1
Cc1noc(C)c1C(=O)NCc1ccco1 | 0.9 | 1.1 | 0 | -7 | 3 | -2 | -8 | 0.08 | 1.1
COc1ccc(C2C(C(N)=O)=C(C)Nc3nc(-c4cccc(Cl)c4)nn32)cc1OC (stereo not drawn) | 0.9 | 0.4 | 1 | 41 | -8 | -5 | 56* | -0.39 | 0.6
CCOC(=O)c1cccc(NC(=O)CSc2nnc(-c3ccoc3C)n2CCOC)c1 | 0.9 | 0.2 | -1 | 89* | -2 | -6 | 83* | -0.22 | 0.1
Cc1ccccc1NC(=O)CSc1nc(COc2ccccc2)nc2ccccc12 | 0.8 | 0.2 | 15 | 95* | -10 | 1 | 76* | -1.1 | 0.1
Cc1cccc(C(CC(=O)N2CCCC2)c2ccccc2)c1O (stereo not drawn) | 0.9 | 0.2 | 2 | 73* | -1 | 1 | 84* | 0.7 | 0.3
CC1CCC(N2CCN(c3ncccn3)CC2)C1 (stereo not drawn) | 1.2 | 0.5 | 25 | 3 | 1 | -11 | 46 | 0.18 | 1
CC(=O)Cc1nsc(NC(=O)c2ccc(COc3ccc(C)cc3)o2)n1 | 1.4 | 0.8 | 13 | 64* | -4 | 6 | 22 | -0.45 | 0.4
Cc1ccc(/C(O)=C2/C(=O)C(=O)N(CCN3CCOCC3)C2c2cccs2)cc1 (stereo not drawn) | 1 | 0.9 | -4 | -7 | -11 | 5 | 14 | -0.1 | 1.1
COc1cc(-c2nnc(SCc3cccnc3)n2C)cc(OC)c1O | 0.9 | 0.7 | -11 | 15 | 0 | 4 | 30 | 0.89 | 0.9
COc1ccc2[nH]c(=O)c(CN(C(=O)NC3CCCCC3)C3CCCC3)cc2c1 | 1.1 | 0.8 | 2 | 31 | -5 | 2 | 18 | 0.34 | 0.7
COc1ccc(OC)c(NC(=O)C(=O)/C=C(\O)c2cc(OC)ccc2OC)c1 | 1 | 0.9 | 11 | -4 | 0 | -1 | 8 | -0.51 | 1
O=C(O)CCSc1nc2ccc(Br)cc2[nH]1 | 1.2 | 1.1 | 5 | -4 | -7 | -2 | -12 | -0.95 | 1

Later entries
smiles | PLAP act | CYP2C19 activ | PostGolgi yeast | CYP2C9 inh | Ecoli WT expand | EphB4 antag | CYP2C19 inhib | Pyk2 oligo antag | CYP2C9 act
COc1ccc(-c2cc(C(F)(F)F)n3nc(C(=O)O)cc3n2)cc1OC | 1 | 1.1 | 2 | -3 | -4 | 0 | -13 | 2.5 | 1
COc1ccc(NC(=O)CC(C(=O)O)N2CCCCC2)cc1 (stereo not drawn) | 1.1 | 1.1 | 6 | -33 | 8 | 5 | -14 | 2 | 1.3
COc1ccc(S(=O)(=O)N2CCC(C(=O)NCc3cccc(OC)c3)CC2)cc1 | 1 | 1 | 3 | -21 | -1 | -1 | 0 | -0.5 | 1.2
Cc1ccc(CN2C(=O)CCC2C(=O)NC2CCCC2)cc1 (stereo not drawn) | 0.8 | 1 | 5 | -15 | -2 | -3 | -4 | 0.07 | 1.1
COCCn1nnnc1C(c1ccc(C(F)(F)F)cc1)N1CCOCC1 (stereo not drawn) | 1.1 | 0.7 | 3 | 13 | 5 | 1 | 27 | 0.17 | 0.9
COc1ccc(CN2CCN(C(=O)c3cccs3)CC2)cc1 | 1.1 | 0.4 | -2 | 10 | 4 | -6 | 58* | 0.73 | 0.9
CCn1cc([N+](=O)[O-])c(C(=O)N2CCCC2)n1 | 0.9 | 0.4 | -6 | 41 | 4 | 6 | 56* | 1.5 | 0.6
CCOC(=O)CNC(=O)c1cc(-c2ccc3c(c2)OCCO3)oc1C | 0.9 | 0.9 | -5 | -2 | -13 | 2 | 7 | 0.23 | 1
CCOc1cc(CNn2nnnc2N)cc(Cl)c1OCC(=O)NC(C)(C)C | 1.1 | 0.1 | 9 | 29 | 6 | 4 | 91* | -0.84 | 0.7
CCc1nc(SCC(=O)Nc2nc3c(s2)CCCC3)c2ccccc2n1 | 1 | 1 | -6 | 16 | -1 | -8 | -3 | 0.12 | 0.8
Cc1nn(C(C)C(=O)N2CCN(c3ccccn3)CC2)c(=O)c2cc3occc3n12 (stereo not drawn) | 1.2 | 0.9 | 14 | 16 | 3 | / | 12 | -0.98 | 0.8
Cc1cccc(N2CCN(C(=O)c3cnn4c(C(F)F)cc(-c5ccccc5)nc34)CC2)c1C | 1.4 | 0.5 | 7 | 94* | -3 | 2 | 51* | / | 0.1
CN(C)c1ccc(CN(C(=O)COc2ccc(Br)cc2)C2CCS(=O)(=O)C2)cc1 (stereo not drawn) | 1.6 | 0.8 | -5 | 17 | -5 | 5 | 17 | 0.87 | 0.8

Screening data: PubChem, several laboratories
